From PubChem BioAssay
TDP2 absorb: blocks human TDP2 phosphodiesterase activity. O95551. recombinant TDP2, T5PNP hydrolysis, p-nitrophenol absorbance 415 nm. inhibition, % at 12.8 µM. 0.34% of 370,000 active. AID 720702;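 active = inhibition above the mean of all tested compounds plus 3 SD, set per campaign, cut at about 25% in these data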;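 also: 0% = DMSO with enzyme and 100% = buffer with substrate but no TDP2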
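System: recombinant human TDP2 / Amount: 120 nM TDP2 per well / Also added: 5 mM T5PNP chromogenic substrate / Doses: 12.8 µM single point, 1% DMSO / Incubation: 2 h at 37 °C / Detection: p-Nitrophenol epi absorbance / Evaluation: % inhibition relative to enzyme-containing and enzyme-free wells / Repeats: singlicate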
TCR CD3 inh: inhibitors of human TCR-CD3 interaction | TAMRA-labeled TCR probe fluorescence, biochemical | inhibition, % at 9.4 µM | 0.37% of 360,000 active | AID 651800; in the data active = inhibition above about 19%;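 also: recombinant mutant TCR 2C K166C tagged with TAMRA read by polarization; 0% = receptor in buffer alone and 100% = receptor with positive control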
PG9 Ab binder: binds the HIV-1 gp120 antibody PG9; TR-FRET gp120-PG9 antibody binding; inhibition, % at 6.7 µM; 0.43% of 360,000 active; in the data active = inhibition above about 8.5%
rCAG RNA binder: r(CAG) repeat RNA binding; TO-PRO-1 dye displacement fluorescence; inhibition, % at 3 µM; 1.3% of 370,000 active; AID 651821;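 active = inhibition above the plate cutoff, the mean of all test compounds on that plate plus 3 SD, cut at about 35% in these data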;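 also: 0% = DMSO alone and 100% = 100 µM mitoxantrone as full dye displacement; higher means more dye released from RNA so lower well fluorescence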
NR1D1 modulator: modulators of human Rev-erb alpha DNA binding. Rev-erbα–FITC-DNA binding, fluorescence polarization, 90 min. AID 1259318. 0.79% of 370,000 active. activity, % at 10 µM. P20393;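 active = activity above about 14%, limit read from the data; passing the limit was not always enough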;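 also: 0% = DMSO wells with 35 nM protein and 100% = DMSO wells with 750 nM protein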
HTRA1 inhibitor: HTRA1 (human) protease inhibition; Q92743; recombinant HTRA1, FP-rhodamine activity-based probe, fluorescence polarization; inhibition, % at 5.96 µM; 0.5% of 340,000 active; AID 504803; in the data active = inhibition above about 36%;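 also: 0% = enzyme with DMSO and 100% = wells lacking enzyme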
mABHD4 FP: inhibitors of mouse ABHD4; Q8VD66; purified mABHD4, FP-Rh probe fluorescence polarization; inhibition, % at 8.92 µM; 0.54% of 370,000 active;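 active = inhibition exceeding the mean over every tested compound plus 3 SD, cut at about 30% in these data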;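 also: 0% = plate median of compound wells and 100% = S159A mutant with DMSO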
Target sequence (Q8VD66 whole entry, looked up): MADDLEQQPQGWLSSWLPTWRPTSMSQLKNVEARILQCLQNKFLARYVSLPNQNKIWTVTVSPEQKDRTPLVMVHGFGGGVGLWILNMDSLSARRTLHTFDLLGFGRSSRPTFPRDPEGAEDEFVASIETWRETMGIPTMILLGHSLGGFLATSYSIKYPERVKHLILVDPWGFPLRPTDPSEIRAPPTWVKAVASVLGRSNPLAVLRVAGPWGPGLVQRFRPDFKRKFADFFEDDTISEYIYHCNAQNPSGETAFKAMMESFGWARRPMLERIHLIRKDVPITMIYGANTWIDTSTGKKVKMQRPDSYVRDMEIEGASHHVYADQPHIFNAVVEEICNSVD
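system = mouse ABHD4 enzyme, wild type | medium = HEPES pH 7.0, NaCl, Pluronic buffer | also added = FP-Rh probe | incubation = Enzyme–compound pre-incubation 45 min, then probe 60 min, both 25 °C | technique = fluorescence polarization, excitation 525 nm, emission 598 nm, BODIPY TMR filters | controls = S159A mutant high control, sample median low control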
LEDGF integ inh: blocks HIV-1 LEDGF/p75-dependent DNA integration | TR-FRET IN-LEDGF/p75 DNA integration, Eu/Cy5 | inhibition, % at 3.7 µM | 0.64% of 370,000 active;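 active = inhibition above the screen-wide mean plus 3 SD, cut at about 13% in these data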;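 also: signal is the Cy5 over europium emission ratio at 671 and 618 nm; 0% = plate median of compound wells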
PRMT1 FP inh: inhibitors of human PRMT1 | Q99873 | recombinant PRMT1, activity-based probe fluorescence polarization | 1.3% of 370,000 active | inhibition, % at 2.79 µM;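 active = inhibition above about 21% made by adding two undisclosed values, limit read from the data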
SIAE inh: human SIAE inhibition, primary screen; 0.69% of 370,000 active; inhibition, % at 9.66 µM; Q9HAT2; SIAE FP-Rh probe binding, fluorescence polarization;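 active = inhibition above a cutoff: mean of compounds within the control limits plus 3 SD of those, cut at about 17% in these data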;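 also: 0% = plate median of compound wells and 100% = probe without SIAE protein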
Target sequence (Q9HAT2 whole entry, looked up): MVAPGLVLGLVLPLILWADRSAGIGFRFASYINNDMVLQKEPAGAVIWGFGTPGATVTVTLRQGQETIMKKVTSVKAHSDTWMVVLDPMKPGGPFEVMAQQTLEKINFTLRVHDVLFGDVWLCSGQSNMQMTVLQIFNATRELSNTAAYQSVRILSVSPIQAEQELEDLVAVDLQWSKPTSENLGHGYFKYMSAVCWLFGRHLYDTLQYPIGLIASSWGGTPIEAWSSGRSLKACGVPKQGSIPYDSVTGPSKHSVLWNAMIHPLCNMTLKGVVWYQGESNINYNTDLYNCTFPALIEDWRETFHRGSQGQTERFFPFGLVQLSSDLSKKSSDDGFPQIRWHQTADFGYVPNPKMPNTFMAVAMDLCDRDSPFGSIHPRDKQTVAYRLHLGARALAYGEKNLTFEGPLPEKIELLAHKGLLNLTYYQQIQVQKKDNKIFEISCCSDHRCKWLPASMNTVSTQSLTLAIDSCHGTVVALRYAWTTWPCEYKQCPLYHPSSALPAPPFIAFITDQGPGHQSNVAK
* marks the source's active call; other numbers are inactive results; x = not tested or not shown; & = joins results of further samples. This is a subset; the hit share may differ from the screen's.

SMILES	TDP2 absorb	TCR CD3 inh	PG9 Ab binder	rCAG RNA binder	NR1D1 modulator	HTRA1 inhibitor	mABHD4 FP	LEDGF integ inh	PRMT1 FP inh	SIAE inh
Cc1ccc(C(=O)NNC(=O)C2CCN(Cc3ccccc3)CC2)cc1	1	-8	2.3	-4	-1	7	-2	0	-2	5
Cc1ncc(CN2CCN(Cc3ccc(F)cc3)C(CCO)C2)s1 (configuration not stated)	4	1	-2.6	3	5	-1	1	6	4	0
Cc1cc(Br)cn2cc(C(=O)O)nc12	13	-8	16*	1	-1	5	3	7	2	8
COc1ccc(CCNC(=O)C2CCN(C(=O)c3ccc([N+](=O)[O-])cc3)CC2)cc1	12	0	0.4	-6	3	-1	-2	2	-4	1
CCCCn1c(N)c(N(CCOC)C(=O)c2cccc(OCc3ccccc3)c2)c(=O)[nH]c1=O	-1	4	-1.6	-1	1	7	3	2	1	-12
O=C(O)/C=C/C(=O)N1N=C(c2ccco2)CC1c1ccco1 (configuration not stated)	-11	9	-2.0	8	2	7	14	51*	43*	-7
CCOc1ncccc1C(=O)OCc1csc(CC(=O)Nc2ccccc2C)n1	-4	-9	0.4	5	4	15	16	-4	1	-9
COc1ccccc1CNC(=O)N1CCN(Cc2nc3ccccc3c(=O)[nH]2)CC1	11	x	x	3	5	x	-1	-4	-1	-2
COCCn1c(=O)[nH]c2cc(C(=O)OC)ccc2c1=O	1	0	0.6	1	3	0	9	-1	-1	-2
CC(C)n1c(CN2CCN(C(=O)c3ccco3)CC2)nc2c1c(=O)n(C)c(=O)n2C	10	-2	0.3	-9	1	1	9	-1	0	-1
Cc1cccc(NC(=S)N=Nc2c(O)n(C)c3ccc(S(=O)(=O)N4CCOCC4)cc23)c1	-3	-3	0.1	15	1	7	19	-1	-1	-5
CCOc1ccc(CNS(=O)(=O)c2c(C(=O)N3CCCC3)c(C)n(C)c2C)cc1OC	-11	3	-0.8	-3	1	-2	-1	1	-3	5
COc1cc(OC)cc(C(=O)Nc2ccc3c(c2)OCCO3)c1	-19	-7	-0.9	0	6	2	-9	4	-9	0
COC(=O)c1ccccc1NC(=S)NC(=O)C1CCCCC1	6	13	-4.7	-2	1	-8	-8	4	-2	7
O=C(Nc1ccccc1)c1cc([N+](=O)[O-])ccc1NC1CCCCC1	-4	7	-1.6	3	2	-72	-9	3	-4	-29
COc1ccc(CC(=O)OC(C)C(=O)Nc2ccc(S(N)(=O)=O)cc2)cc1 (configuration not stated)	-3	7	-1.5	3	-4	-3	-5	8	-2	-10
O=C(NCC1CCCCC1)c1ccc2nc([C@@H]3O[C@H](CO)[C@H](O)[C@H](O)[C@H]3O)[nH]c2c1	5	0	-0.3	3	1	x	-2	1	-3	-2
CCc1ccc(C(O)(c2ccccc2OC)C(CN2CCOCC2)c2ccccc2)cc1 (configuration not stated)	-6	5	-0.8	-1	4	1	-2	1	-2	1
Cc1ccc(/C=C/C(=O)N2CCc3ccccc32)o1	-1	12	-0.7	34	-3	-2	10	9	21	6
COc1ccc(-c2cc(=O)oc3c(C)c(OCC(=O)N[C@@H](Cc4ccc(O)cc4)C(=O)O)ccc23)cc1	0	4	-0.7	47*	-7	-3	-5	-1	4	-16
COc1ccc(CCNc2ncnc3c2nnn3Cc2ccccc2)cc1OC	-17	-11	-0.6	-3	1	-6	1	9	0	-1
N#Cc1c(N)nc2c(c1-c1ccc(Br)s1)CCCC2	3	5	-2.2	1	17	0	-2	-1	1	4
COc1cc(NC(=O)c2cc3ccccc3cc2OC)ccc1NC(=O)c1cccs1	-9	9	-1.3	10	-7	-43	-9	-1	1	-20
COc1cc(C)c(CN2CCC(Cc3ccccc3)CC2)cc1C	9	-14	-0.4	-4	3	2	5	2	1	8
CCCn1c(=O)c2c(nc3n2CCCN3CCc2ccc(OC)c(OC)c2)n(C)c1=O	14	3	-1.7	-7	-4	-1	3	-2	-2	2
N#CCCN1CCN(S(=O)(=O)c2ccc(S(=O)(=O)NC3CC3)cc2)CC1	11	2	-0.3	-1	2	-6	3	3	-1	-1
COCCNC(=O)C(c1cccc(OC)c1)N(Cc1cccs1)C(=O)Cn1nnc2ccccc21 (configuration not stated)	-4	5	1.0	-8	2	-7	3	-2	-1	4
CCCCN1CC(C)(C)[C@H](CC(=O)Nc2ccccc2)C1=O	9	-5	-1.0	0	0	2	0	-3	2	1
CC(=O)[C@H]1CCC2C3CC=C4C[C@@H](O)CC[C@]4(C)C3CC[C@@]21C (some centres not stated)	-11	6	-0.4	4	5&-4	-5	-3	-1	-4	-1
Cc1ccc(CC2S/C(=C(/C#N)C(=O)N3CCOCC3)N(c3ccccc3)C2=O)cc1 (configuration not stated)	9	3	-2.4	0	1	1	-3	1	1	-3
COc1cccc(/C=N/NC(=O)CCCC(=O)NC2CCCCC2)c1	-12	-1	0.1	-4	-5	6	-17	-5	2	-1
COc1ccc(C2(c3ccc(OC)cc3)NC(=O)N(CC(=O)Nc3cc(C)on3)C2=O)cc1	-8	6	1.1	5	-9	-23	-8	1	-6	-4
O=C(O)c1cnn(-c2nc(-c3ccc(Br)cc3)cs2)c1C(F)(F)F	3	0	9.6*	28	3	-13	-20	5	2	-8
O=S(=O)(c1ccc(Cl)cc1)N1CCCC(c2nc(-c3ccc(F)cc3)no2)C1 (configuration not stated)	2	3	-1.0	-2	5	9	-1	-2	2	-1
CCOc1ccc(C(=O)Nc2ccc3[nH]ncc3c2)cc1	-20	8	1.2	3	2	-3	-8	6	4	-6
Oc1ccc(-c2n[nH]c(=S)n2Cc2ccccc2)cc1	3	7	0.0	1	1	0	2	-4	-1	3
COc1cccc(C2=CC(c3cc(OC)ccc3OC)n3nnnc3N2)c1 (configuration not stated)	1	1	1.0	6	2	-9	6	1	4	12
CCCCCn1c(=O)[nH]c2c(c1=O)CCC2	6	-5	0.1	-2	3	5	7	1	4	0
O=C(CN(c1ccccc1)S(=O)(=O)c1ccccc1)N/N=C/c1ccco1	-3	5	0.5	5	0	-5	3	4	-3	2
CCc1nnc(NC(=O)CN2C(=O)c3ccccc3C2=O)s1	7	9	-1.9	-1	-3	11	-5	-3	0	0

Brought forward from above: 4 entries, then new ones.
SMILES	TDP2 absorb	TCR CD3 inh	PG9 Ab binder	rCAG RNA binder	NR1D1 modulator	HTRA1 inhibitor	mABHD4 FP	LEDGF integ inh	PRMT1 FP inh	SIAE inh
COc1cccc(C2=CC(c3cc(OC)ccc3OC)n3nnnc3N2)c1 (configuration not stated)	1	1	1.0	6	2	-9	6	1	4	12
CCCCCn1c(=O)[nH]c2c(c1=O)CCC2	6	-5	0.1	-2	3	5	7	1	4	0
O=C(CN(c1ccccc1)S(=O)(=O)c1ccccc1)N/N=C/c1ccco1	-3	5	0.5	5	0	-5	3	4	-3	2
CCc1nnc(NC(=O)CN2C(=O)c3ccccc3C2=O)s1	7	9	-1.9	-1	-3	11	-5	-3	0	0
Cc1cn(CCC(=O)Nc2ccccc2N2CCOCC2)c2ccccc12	-20	-7	-2.6	-1	1	7	-6	7	-1	-2
CCc1c(C)nc(SCC(=O)N2CCN(c3ccccc3)CC2)[nH]c1=O	6	6	-3.7	-1	-3	7	0	2	-1	4
COc1ccc(N2CCN(C(=O)c3ccc(CNc4c(N5CCOCC5)c(=O)c4=O)cc3)CC2)cc1	-1	6	1.6	6	0	-1	2	-1	1	4
O=C(Nc1ccc(F)cc1)C1CC(=O)n2ncnc2N1 (configuration not stated)	-10	-4	-3.0	1	1	0	5	7	-3	3
O=C(N1CCN(c2ccccc2)CC1)C12CC3CC(CC(C3)C1)C2	-5	2	-2.7	-7	0	-4	3	2	-2	-4
COc1cc(C(=O)N(C)Cc2cccc(OC)c2OC)ccc1OCC(=O)Nc1cccc(C(F)(F)F)c1	3	-1	0.1	-2	5	-23	6	-2	0	-2
COc1cc2c(cc1NC(=O)COc1ccc3ccccc3c1)oc1ccccc12	-17	-6	0.1	1	3	10	-13	0	6	-5
CCOc1cccc(-c2cc(C(=O)N/N=C/c3ccc(OC)c(CN4CCOCC4)c3)c3ccccc3n2)c1	0	1	-0.2	12	4	-23	-20	-2	0	-17
CCOC(=O)c1c(C)[nH]c(C)c1S(=O)(=O)N1c2ccccc2CC1C (configuration not stated)	55*	-2	-1.9	-6	2	-10	2	0	2	-2
COc1cccc(C(=O)n2ccc3ccc(-c4ccc5ccn(Cc6ccccc6)c5c4)cc32)c1	-6	x	x	16	24*	x	-18	7	-2	-7
CSc1ccc(-c2nnn(Cc3ccccn3)n2)cc1	7	-3	-0.7	0	0	-5	-7	-2	2	-2
Cn1cc(S(=O)(=O)CC(=O)N2CCCc3ccccc32)c2ccccc21	7	-3	0.1	4	-2	-5	1	-3	1	4
COc1ccc(CCN(C)C(=O)CCNC(=O)c2ccc(Br)cc2)cc1OC	-14	4	-3.0	-4	9	-2	-8	4	-3	-15
O=C(Nc1ccc2ccccc2c1)c1ccccc1O	10	9	-1.5	6	-2	-27	-31	-1	0	-19
CCCCc1c(C)nc2cc(-c3ccco3)[nH]n2c1=O	-1	2	0.7	2	1	7	-2	0	2	4
O=S(=O)(c1ccc(F)cc1)N1CCN=C1SCc1cccc(F)c1	-2	5	1.1	-3	-5	-7	-14	-1	2	1
Cc1ccc2cccc(OCc3ccc(Br)cc3)c2n1	-4	1	1.0	-3	2	-16	-4	-1	2	2
OCCC1CN(Cc2ccc(F)cc2)CCN1CCc1ccccc1 (configuration not stated)	10	-5	1.0	-7	2	12	1	0	0	-1
Cc1cccc(NC(=O)CCC(=O)N/N=C/c2ccncc2)c1	9	-3	0.3	1	-6	6	3	0	-1	-1
Cn1c(SCc2c(F)cccc2Cl)nc2ccccc2c1=O	10	-12	1.9	1	1	4	7	-4	7	4
Cc1ccc(/C=C/C(=O)N2CCN(c3cccc(C(F)(F)F)c3)CC2)cc1	1	-4	-1.1	-2	-4	-1	-4	-5	2	6
COC(=O)[C@@H](NC(=O)NCc1cccc(OC)c1)C(C)C	0	-5	0.7	3	0	5	9	2	3	-5
O=C(CSc1nc(-c2ccc(F)cc2)nc2c1Cc1ccccc1O2)Nc1ccc(C(=O)O)cc1	4	6	-0.6	24	1	-39	-19	4	2	-37
CCC(=O)Nc1ccc2nc3c(=O)[nH]c(=S)[nH]c3nc2c1	3	29*	-12	12	-18	16	7	-3	14	1
CC1=C(C(=O)OCC2CCCO2)C(c2ccc(C)cc2)C2=C(CC(C)(C)CC2=O)N1 (configuration not stated)	-12	10	-1.4	-9	1	-9	6	-4	-1	1
CCn1ncc(CN2CCCC(C(=O)c3cccc(OC(C)C)c3)C2)c1C (configuration not stated)	2	8	0.4	-11	6	4	-1	-1	-3	4
COc1ccc(OC)c(-c2cc(C(=O)Nc3sc4c(c3C#N)CCC(C)C4)c3ccccc3n2)c1 (configuration not stated)	3	-2	0.3	5	-2	-1	3	-2	-2	2
